NR3A LBD binder – NR3A (human) ligand-binding domain modulation; NR3A LBD differential scanning fluorimetry, Tm shift; 0% = protein alone, 100% = glycine-bound protein; Tm shift relative to glycine control, % at 25 µM; 340,000 tested, 2.5% active;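 active = melting temperature shift of at least 10% of the positive control shift, at one fixed dose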
NLRP3 yeast inh – inhibitors of NALP3 inflammasome in yeast; Yeast reconstituted NLRP3/ASC/caspase-1, beta-gal luminescence, 24 h; inhibition, % at 10 µM; 330,000 tested, 0.39% active;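 active = inhibition of 50% or more; inactive = inhibition below 50%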;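 also: plate controls were induced DMSO wells for no effect and uninduced yeast grown without galactose for full effect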
APJ agonist – activates the human apelin receptor APJ; P35414; CHO-K1 APJ PathHunter beta-arrestin, luminescence; 0% DMSO wells, 100% apelin; activation, % at 20 µM; 330,000 tested, 0.11% active;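 active = activation more than six SD over the plate average, tested at 20 µM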;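 also: 0% = DMSO alone and 100% = apelin-13 at 10 nM; some results filed as inactive read as strong as hits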
Target sequence (P35414 whole entry, looked up): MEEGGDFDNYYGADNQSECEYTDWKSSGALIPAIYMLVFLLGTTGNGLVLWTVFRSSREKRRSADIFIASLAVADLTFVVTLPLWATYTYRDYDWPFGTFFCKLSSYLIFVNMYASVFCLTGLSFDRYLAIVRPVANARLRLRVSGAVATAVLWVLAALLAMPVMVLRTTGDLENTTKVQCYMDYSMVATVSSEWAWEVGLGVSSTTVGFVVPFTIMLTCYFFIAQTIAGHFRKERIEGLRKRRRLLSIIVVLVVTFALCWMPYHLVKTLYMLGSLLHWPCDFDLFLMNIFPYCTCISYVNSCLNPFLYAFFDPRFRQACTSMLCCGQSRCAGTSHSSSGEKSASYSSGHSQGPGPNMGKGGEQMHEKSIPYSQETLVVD
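Assay system – PathHunter CHO-K1 APJ (AGTRL-1) beta-arrestin reporter cells · Compound – one dose, 20 µM compound, 1% DMSO · Timing – compound 90 min 25 °C, reagent 1 h · Measured by – luminescence from split beta-galactosidase complementation, Galacton Star/Emerald II substrate · Measure – beta-arrestin recruitment to APJ as agonist activity, luminescent signal · Benchmarks – DMSO vs Apelin-13 10 nM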
tim23-1 inh – tim23-1 yeast growth inhibition; inhibition, % at 20 µM; S. cerevisiae tim23-1 growth, BacTiter-Glo luminescence, 24 h; 330,000 tested, 1.3% active; AID 463212;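 active = growth inhibition of the mutant yeast at or above 50%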;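 also: temperature-sensitive mutant grown at 25 °C; plate controls were DMSO-treated mutant yeast for no effect and medium wells lacking yeast for full effect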
tim10-1 inh – inhibits growth of tim10-1 mutant yeast; S. cerevisiae tim10-1 ts strain growth, BacTiter-Glo, 24 h; inhibition, % at 20 µM; AID 463190; 330,000 tested, 2.2% active;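 active = inhibition of at least 40%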;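 also: mutant grown at 25 °C; 0% = DMSO wells with yeast and 100% = wells holding no yeast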
Mdm2-MdmX inh – disrupts the human Mdm2-MdmX interaction. 330,000 tested, 3% active. O15151+Q00987. inhibition, % at 8 µM. SaOS-2 split-luciferase Mdm2/MdmX complementation, luminescence. AID 485346;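 active = inhibition of at least 50% at 8 µM in the primary screen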
TIM10 inh – TIM10 yeast growth inhibition; S. cerevisiae TIM10 strain growth, BacTiter-Glo luminescence, 24 h; inhibition, % at 10 µM; 330,000 tested, 1.4% active;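 active = inhibition of 40% or more at the single tested concentration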;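 also: wild-type TIM10 isogenic control strain grown at permissive 25 °C; 0% = DMSO yeast wells and 100% = minimal medium wells without yeast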
UPR XBP1 act – adaptive UPR (XBP1) activation | activation, % at 20 µM | 330,000 tested, 0.33% active | CHO-XBP1 luciferase reporter, IRE1-XBP1 UPR activation, luminescence; percent of tunicamycin response, DMSO as zero | AID 463104;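 active = versus positive control, 20 µM dose yields 30% or more activation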;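 also: 100% = tunicamycin at 10 µg/mL and 0% = DMSO only wells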
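Material: CHO-XBP1 cells stably carrying IRE1-XBP1-driven luciferase reporter / Amount: 1000 cells per well / Compound: 20 µM, 1% DMSO / Times: 6 h treatment, 37 °C / Detection: luciferase luminescence / Measure: % activation of reporter signal versus tunicamycin and DMSO controls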
CHOP UPR activ – apoptotic UPR (CHOP) activation. CHO-CHOP luciferase reporter, luminescence; percent of tunicamycin response over DMSO baseline. activation, % at 10 µM. 330,000 tested, 0.34% active. AID 449763;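 active = at 10 µM dose, activation of 40% or more, normalized to positive control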;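 also: 100% = tunicamycin at 10 µg/mL and 0% = DMSO alone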
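Material: CHO-CHOP cells, stable luciferase reporter of PERK-eIF2a-CHOP signalling; quantity: 500 reporter cells seeded per well; buffer or medium: F12 medium containing 10% fetal bovine serum; compound: one dose, 10 µM in 0.5% DMSO; incubation: 6 h compound treatment, 37 °C; measured by: Steady-Glo luciferase luminescence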
* = called active by the depositor; x = not tested or not shown.

SMILES	NR3A LBD binder	NLRP3 yeast inh	APJ agonist	tim23-1 inh	tim10-1 inh	Mdm2-MdmX inh	TIM10 inh	UPR XBP1 act	CHOP UPR activ
O=C(O)CSCC(=O)NCc1ccc(Cl)cc1Cl	0	-2	-1	-2	7	21	-9	0	-1.6
N/C(=N\OCC(=O)Nc1ccccc1)c1nonc1N	0	12	0	-4	-4	-30	-8	-2	3.4
C=CCN1c2ccc(Br)cc2C(=O)CS1(=O)=O	1	13	0	58*	34	-1	35	-1	0.7
CCOc1ccc(Nc2nc3ccccc3n2C)cc1	8	26	-5	2	7	-46	7	5	5.9
Cc1nnc(NC2CCCCC2)[nH]c1=O	2	13	-2	3	-1	-7	5	0	-0.7
COc1ccc(C(=O)N/N=C/c2c(C)[nH]c(=O)[nH]c2=O)cc1	0	-2	7	-12	5	18	-4	-3	-0.1
COc1ccc(/C=C2\SC(=S)N(CCC(=O)NCCc3ccc(O)cc3)C2=O)cc1	15*	1	-5	14	29	79*	-1	-5	0.5
C[C@H](CO)N1C[C@H](C)[C@@H](CN(C)C(=O)NC2CCCCC2)Oc2ccc(NS(=O)(=O)c3ccccc3)cc2C1=O	-1	14	-3	24	6	6	2	0	-0.3
O=S(=O)(NC1CCSc2ccccc21)c1ccc(Cl)nc1 (stereo not given)	0	21	-3	21	21	30	-5	-3	-0.2
CCC(=O)N1CCN(c2ccc(NC(=O)c3ccco3)cc2Cl)CC1	1	8	6	14	4	-24	13	-5	2.7
COC(=O)c1ccc(NC(=O)N2CCCC(C(=O)c3ccccc3OC)C2)cc1 (stereo not given)	6	14	0	21	31	6	4	-3	-1.8
CN(C)c1ccc(C(=S)NC2CCCCC2)cc1	3	47	-4	1	-16	-59	-28	0	3.4

With a hit mark in Mdm2-MdmX inh (from the list above):
SMILES | NR3A LBD binder | NLRP3 yeast inh | APJ agonist | tim10-1 inh | Mdm2-MdmX inh | UPR XBP1 act
COc1ccc(/C=C2\SC(=S)N(CCC(=O)NCCc3ccc(O)cc3)C2=O)cc1 | 15* | 1 | -5 | 29 | 79* | -5

(cont.)
SMILES	NR3A LBD binder	NLRP3 yeast inh	APJ agonist	tim23-1 inh	tim10-1 inh	Mdm2-MdmX inh	TIM10 inh	UPR XBP1 act	CHOP UPR activ
CN(c1ccc(OCC(=O)OCC(=O)Nc2ccccc2)cc1)S(=O)(=O)c1cccs1	-12	9	0	-6	4	-20	6	-2	-0.1
COC(=O)C1CCN(C(=O)c2cc(S(=O)(=O)N3CCCCC3)ccc2Cl)CC1	0	4	-4	2	-2	4	11	-2	-2.7
Cc1ccc(NC(=O)NCc2cccnc2)cc1	-1	14	-3	-7	-28	6	2	-1	1.0
Cc1cccc(-n2c(N)cc(=O)nc2SCC(=O)Nc2ccccc2)c1	0	10	0	7	2	-7	9	0	-1.1
Cc1nnc(NC(=O)CSc2nnc(CNC(=O)c3ccc(S(=O)(=O)N(C)C)cc3)o2)s1	-2	10	0	5	-1	6	-12	0	-0.7
CCOc1ccccc1/C=C(\C#N)C1=CCCC1	0	6	-1	20	19	14	13	-2	0.8
O=c1cc(-c2cccc([N+](=O)[O-])c2)[nH][nH]1	-1	9	-1	22	6	-10	-3	-1	1.3
CN(Cc1ccccc1)CC(O)COc1ccc(CNCCc2ccncc2)cc1 (stereo not given)	0	8	-4	-62	-25	12	-23	-1	-1.1
COc1ccc(N2CCN(C(=O)c3ccc(Oc4ccc(C(F)(F)F)cn4)cc3)CC2)cc1	-15	7	-2	26	24	-10	44*	-3	2.5
CCOC(=O)c1nn(-c2ccc(C)c(C)c2)c(=O)c(C#N)c1C	-3	24	2	18	8	25	-10	0	1.1
Cc1cccc(C)c1NC(=S)NCc1ccccc1	0	4	-1	18	-1	16	-11	-2	-0.8
O=C(O)/C=C/C(=O)Nc1ccc(-n2nccc2C(F)(F)F)cc1	5	11	-4	1	5	-9	6	0	1.7
CCN(CC)S(=O)(=O)c1cccc(C(=O)N2CCCCC2)c1	0	11	-2	17	12	6	-10	-2	-1.9
COc1ccccc1C(=O)N(Cc1ccc(C)o1)C1CCS(=O)(=O)C1 (stereo not given)	4	1	-1	7	1	26	6	-3	-1.7
CCOc1ccc(N(C(C)C(=O)N/N=C(\C)c2cccc(NC(=O)c3ccccc3)c2)S(C)(=O)=O)cc1 (stereo not given)	-5	18	3	12	-12	20	-14	-4	-0.3
O=C(c1ccc(-c2ccccc2Cl)o1)N1CCN(c2ccccc2O)CC1	-6	12	-1	48	44*	14	16	-2	1.1
CCOc1ccc(C2CC(c3ccccc3)Nc3nc(N)nn32)cc1 (stereo not given)	-3	7	-1	6	20	-6	-1	0	-2.6
COc1ccc(C(C)=O)cc1CN1C(=O)NC2(CCCCC2C)C1=O (stereo not given)	-3	11	-7	6	2	4	-19	-3	-0.2
Cc1ccccc1NC(=O)CCNS(=O)(=O)c1ccc2c(c1)CCC(=O)N2	1	3	-6	-5	-8	-3	0	-5	0.7
CCCOc1ccc(C(=O)N2CCN(Cc3ccc4c(c3)OCO4)CC2)cc1	2	20	-3	14	-18	26	-10	-7	-1.4
Cc1ccc2c(C)cc[n+](CCCS(=O)(=O)[O-])c2c1	-3	10	-1	6	6	-11	-19	-1	-1.3
COc1ccc(CN(C(=O)c2cc3ccccc3oc2=O)C2CCS(=O)(=O)C2)cc1OC (stereo not given)	-3	-10	-2	0	1	-31	-8	3	4.6
COc1ccccc1N1CCN(C(=O)c2oc3ccc(Br)cc3c2C)CC1	4	2	-2	28	16	57*	28	0	-1.2
COc1ccc(OC)c(S(=O)(=O)N(C)CC(=O)O)c1	-2	2	1	12	2	-26	5	-5	-0.9

In the list so far, 2 contain a CF3 group.
SMILES	NR3A LBD binder	NLRP3 yeast inh	APJ agonist	tim23-1 inh	tim10-1 inh	Mdm2-MdmX inh	TIM10 inh	UPR XBP1 act	CHOP UPR activ
COc1ccc(N2CCN(C(=O)c3ccc(Oc4ccc(C(F)(F)F)cn4)cc3)CC2)cc1	-15	7	-2	26	24	-10	44*	-3	2.5
O=C(O)/C=C/C(=O)Nc1ccc(-n2nccc2C(F)(F)F)cc1	5	11	-4	1	5	-9	6	0	1.7

(next part)
SMILES	NR3A LBD binder	NLRP3 yeast inh	APJ agonist	tim23-1 inh	tim10-1 inh	Mdm2-MdmX inh	TIM10 inh	UPR XBP1 act	CHOP UPR activ
Cc1onc(-c2c(F)cccc2Cl)c1C(=O)NC(=S)Nc1c(C)n(C)n(-c2ccccc2)c1=O	-1	4	-4	-4	3	-7	5	-2	-0.4
CCOC(=O)c1c(S(=O)(=O)NCC(=O)Nc2ccc(F)cc2)c(C)n(C)c1C	2	1	-4	-9	3	8	7	-2	-0.5
O=C(COC(=O)C1(c2ccccc2F)CCCC1)NCc1cccs1	-1	18	-5	22	30	-9	6	-2	-1.0
O=S(=O)(Nc1nc2ccccc2nc1Cl)c1ccc2c(c1)OCCO2	0	20	-3	12	12	-6	17	-5	-0.2
O=C(NCc1cccs1)C1CCC(=O)N1C1CCCCC1 (stereo not given)	7	-16	-4	12	15	23	21	0	0.8
O=C(NCc1ccccc1)C1=C[C@@H](c2ccccc2)C[C@@H](OCCCCO)O1	-4	3	3	19	8	15	9	-2	8.7
CC1(C)CC(Cc2nc(=S)[nH][nH]2)C(=O)O1 (stereo not given)	2	10	-3	-3	4	10	9	-1	-0.7
Cc1ccc(NC(=O)NC(=O)CSc2nnnn2C)c(C)c1	-1	4	-2	9	11	-1	-7	5	2.4
Cc1ccccc1NS(=O)(=O)c1cc(C(=O)Nc2cccc([N+](=O)[O-])c2)ccc1C	24*	-5	-1	1	-3	46	-3	-5	-0.6
CCC(C)(C(=O)Nc1ccc(OC)cc1)N(C)C(=O)Cn1nnnc1N (stereo not given)	-2	17	0	7	9	15	-13	3	1.5
N#CC(c1ccccc1)c1ccc(=O)[nH]n1 (stereo not given)	2	-4	0	1	8	0	3	1	-1.5
CCOC(=O)C[C@H]1c2cc(F)ccc2S(=O)(=O)N1c1ccccc1	-2	10	-1	18	-3	0	1	-3	-1.0
CC1=C(C(=O)OCc2ccccc2)C(c2ccccc2-c2ccccc2)NC(=O)N1CCCCCC(=O)O (stereo not given)	-2	28	-1	15	4	-1	8	-2	3.3
CCCCC/C=C/C1=CC(=O)C[C@H](c2ccc(OC)cc2)C1	0	15	-1	24	28	2	8	-2	-1.7
Cc1c(NC(=O)Nc2ccc3c(c2)OCO3)c(=O)n(-c2ccccc2)n1C	-1	10	-4	4	6	-15	6	-2	-0.2
CCCOc1ccc(-c2nc3c(c(=O)[nH]c(=O)n3Cc3ccccc3)n2CCO)cc1OCC	0	6	-3	-4	17	16	2	9	-0.6
CCOC(=O)C1CCCN(C(=O)c2cc(Nc3ccc(OC)cc3OC)nc3ccccc23)C1 (stereo not given)	1	21	1	24	11	-8	30	3	0.4
CC(C)(C)c1ccc(-c2n[nH]c(=S)n2CCCN2CCOCC2)cc1	8	10	-2	-3	0	-2	2	0	2.7
COC(=O)CCC(=O)OC1(C)C(=O)C2=CN(C(CO)CO)C(c3ccc(OC)cc3)=CC2=C(Br)C1=O (stereo not given)	x	18	27	-1	-11	1	7	-3	-0.1
Cc1ccc(C(=O)OCC(=O)N(CCc2ccccc2)Cc2ccccc2)cc1S(=O)(=O)N1CCOCC1	0	10	-6	7	12	26	7	-5	0.0

Taken from above.
Under UPR XBP1 act, Cc1ccc(C(=O)OCC(=O)N(CCc2ccccc2)Cc2ccccc2)cc1S(=O)(=O)N1CCOCC1 is entered as -5
Under NLRP3 yeast inh, CC1=C(C(=O)OCc2ccccc2)C(c2ccccc2-c2ccccc2)NC(=O)N1CCCCCC(=O)O (stereo not given) is entered as 28
Under tim23-1 inh, COC(=O)CCC(=O)OC1(C)C(=O)C2=CN(C(CO)CO)C(c3ccc(OC)cc3)=CC2=C(Br)C1=O (stereo not given) is entered as -1

Ordered by SMILES length (falling): four of the compounds above.
SMILES	NR3A LBD binder	NLRP3 yeast inh	APJ agonist	tim23-1 inh	tim10-1 inh	Mdm2-MdmX inh	TIM10 inh	UPR XBP1 act	CHOP UPR activ
COC(=O)CCC(=O)OC1(C)C(=O)C2=CN(C(CO)CO)C(c3ccc(OC)cc3)=CC2=C(Br)C1=O (stereo not given)	x	18	27	-1	-11	1	7	-3	-0.1
CC1=C(C(=O)OCc2ccccc2)C(c2ccccc2-c2ccccc2)NC(=O)N1CCCCCC(=O)O (stereo not given)	-2	28	-1	15	4	-1	8	-2	3.3
Cc1c(NC(=O)Nc2ccc3c(c2)OCO3)c(=O)n(-c2ccccc2)n1C	-1	10	-4	4	6	-15	6	-2	-0.2
CCCCC/C=C/C1=CC(=O)C[C@H](c2ccc(OC)cc2)C1	0	15	-1	24	28	2	8	-2	-1.7
